Source: PubChem
CIT2 TOR yeast = modulators of CIT2-GFP expression in yeast, primary screen, S. cerevisiae, GFP fusion, multiplex flow cytometry, MLPCN library. S. cerevisiae CIT2-GFP strain, 3 h; 100 means same as DMSO wells. GFP response vs DMSO, % at 10 µM. 0.065% of 320,000 active;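 active = GFP response relative to DMSO above a set limit, near the screen mean plus 3 SD, cut at about 150% in these data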;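 note: ratio of well median GFP fluorescence to mean of DMSO wells on the plate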
RPL19A TOR yeast = RPL19A-GFP expression modulators in yeast, primary screen, cell-based, S. cerevisiae, multiplex flow cytometry, MLPCN; S. cerevisiae RPL19A-GFP strain, 3 h; active compounds read low; AID 2025, 2009; percent response vs DMSO, % at 10 µM; 0.3% of 330,000 active;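 active = percent response vs DMSO below 50%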;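 note: median channel GFP fluorescence of the barcoded RPL19A-GFP strain; ratio of sample median GFP to plate DMSO average so 100% = DMSO; lower means less RPL19A-GFP as with rapamycin TOR inhibition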
AHR activator = AHR activators, primary screen, cell-based, luminescence, luciferase reporter, human; activation, % at 5 µM; Aryl hydrocarbon receptor (Homo sapiens), P35869; 2.5% of 320,000 active; AHR-responsive luciferase reporter cells; in the data active = activation above about 47%;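 note: 0% = vehicle wells and 100% = reference agonist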
LAP4-GFP MLPCN = modulators of LAP4-GFP expression in yeast, primary screen, S. cerevisiae, multiplex flow cytometry, MLPCN library | GFP response vs DMSO, % at 10 µM | 0.34% of 320,000 active | 3 h; median GFP as percent of DMSO wells;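 active = GFP response vs DMSO above a set limit, about the screen mean plus 3 SD, cut at about 150% in these data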
MEP2 TOR yeast = modulators of MEP2-GFP levels in yeast, primary screen, S. cerevisiae, multiplex flow cytometry, MLPCN library. S. cerevisiae MEP2-GFP strain, 3 h; 100% = DMSO control level. GFP response vs DMSO, % at 10 µM. 0.51% of 330,000 active;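 active = GFP response versus DMSO above a set limit, roughly screen mean plus 3 SD, cut at about 180% in these data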;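 note: median GFP fluorescence of the barcode-gated MEP2-GFP cells per well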
proCasp7 act = procaspase-7 activators, primary screen, counter-screen for procaspase-3 activator project, biochemical, absorbance, HTS, human | recombinant procaspase-7, Ac-DEVD-pNA absorbance 405 nm; D23A/D198A/D206A triple mutant, cannot self-cleave; scale: DMSO 0, 5 µM enzyme 100 | activation, % at 8.5 µM | 0.093% of 330,000 active;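 active = percent activation above the screen-wide mean plus 3 SD, cut at about 25% in these data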
Target sequence (P55210 whole entry D23A/D198A/D206A): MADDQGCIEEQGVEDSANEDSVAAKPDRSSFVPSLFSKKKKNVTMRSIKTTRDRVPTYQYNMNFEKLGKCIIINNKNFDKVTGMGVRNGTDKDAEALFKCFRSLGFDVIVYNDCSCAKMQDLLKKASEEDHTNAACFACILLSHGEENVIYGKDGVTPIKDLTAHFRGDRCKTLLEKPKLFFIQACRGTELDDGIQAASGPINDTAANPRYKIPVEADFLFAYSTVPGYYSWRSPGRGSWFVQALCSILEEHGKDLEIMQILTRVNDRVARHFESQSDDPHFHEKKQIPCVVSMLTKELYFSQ
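Detection: p-Nitroaniline absorbance at 405 nm, read at 0 and 120 min; system: Uncleavable procaspase-7 mutant enzyme; evaluation: % activation from two-timepoint absorbance difference, scaled to controls; times: 1 h enzyme–compound preincubation and 2 h substrate reaction, both 25 °C; buffer or medium: Zinc-free HEPES pH 7.4 with 300 mM NaCl, 0.01% Triton X-100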
proCasp3 act = activators of human procaspase-3 D3A mutant, primary screen, biochemical, absorbance, PC-3 D3A mutant, single concentration; AID 463141, 2010; activation, % at 8.5 µM; 0.11% of 330,000 active; recombinant procaspase-3 D3A, Ac-DEVD-pNA absorbance 405 nm; Caspase-3 (Homo sapiens), P42574;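 active = activation above the mean of all tested compounds plus 3 SD, cut at about 21% in these data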;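 note: 0% = DMSO alone and 100% = DMSO wells spiked with extra 5 µM PC-3 D3A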
Target sequence (P42574 whole entry D9A/D28A/D175A): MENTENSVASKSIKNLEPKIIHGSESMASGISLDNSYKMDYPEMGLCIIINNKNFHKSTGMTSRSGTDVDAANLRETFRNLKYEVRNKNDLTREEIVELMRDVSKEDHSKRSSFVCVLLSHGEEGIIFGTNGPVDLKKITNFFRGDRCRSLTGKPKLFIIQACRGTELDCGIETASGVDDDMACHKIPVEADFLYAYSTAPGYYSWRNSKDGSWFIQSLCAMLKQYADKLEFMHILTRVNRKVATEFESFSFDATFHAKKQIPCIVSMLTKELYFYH
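Evaluation: percent activation relative to control range; Material: Procaspase-3 D3A mutant, all three cleavage aspartates alanine; Compound: single dose, 8.5 µM nominal compound, 0.8% DMSO; Replication: one well per compound; Signal: absorbance at 405 nm, 0 and 120 min; Schedule: 1 h preincubation plus 2 h reaction at 25 °C.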
AGP1-GFP MLPCN = modulators of AGP1-GFP expression in yeast TOR pathway, primary screen, cell-based, multiplex flow cytometry, S. cerevisiae, MLPCN library; 3 h; GFP as percent of DMSO wells; GFP response vs DMSO, % at 10 µM; 0.02% of 320,000 active;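 active = GFP response relative to DMSO above a set limit, near screen average plus 3 SD, cut at about 150% in these data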;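 note: median GFP channel fluorescence of the gated AGP1 strain per well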
* = called active by the depositor; x = not tested or not shown; & = joins results of further samples.

Each structure is followed by: CIT2 TOR yeast	RPL19A TOR yeast	AHR activator	LAP4-GFP MLPCN	MEP2 TOR yeast	proCasp7 act	proCasp3 act	AGP1-GFP MLPCN
CC1CCCC(NC(=O)CNC(=S)N2CC3CC(C2)c2cccc(=O)n2C3)C1C (stereo not given)
    99	95	1	100	99	1	4	107
CCCCC(=O)N/N=C/c1c(O)n(CCCC)c(=S)[nH]c1=O
    103	100	2	113	103	0	2	108
CN1CCN(Cc2ccc(Br)s2)CC1
    104	98	-2	102	99	4	-3	98
Cc1cc2c(C(F)(F)F)cc(=O)oc2c2c1NCCC2
    90	96	-4	102	109	-9	-12	98
COC(=O)C(O)(c1ccc(NC(=O)c2cccs2)cc1)C(F)(F)F (stereo not given)
    103	101	1	108	103	1	2	109
Clc1ccc(N2CC2c2ccncc2)cc1 (stereo not given)
    107	97	5	111	101	-15	-1	106
CC(C)[C@]12O[C@H]1[C@@H]1O[C@]13[C@]1(O[C@H]1C[C@H]1C4=C(CC[C@@]13C)C(=O)OC4)[C@@H]2O
    103	95	-12	98	86	1	2	84
Cc1cccnc1-n1c(C)nc2ccccc2c1=O
    91	91	0	99	105	5	3	x
CC(C)c1ccc(NC(=O)N2C[C@H]3C[C@@H](C2)c2cccc(=O)n2C3)cc1
    101	99	1	104	102	-2	4	104
CC1CN=C(NC(C)c2ccccc2)S1 (stereo not given)
    108	109	-2	99	108	9	2	103
CCN1C(=O)C(=Cc2ccc(N3CCOCC3)o2)C(=O)N(CC)C1=S
    95	99	1	114	105	-12	-6	105
CC(C)c1ccc(-n2c(O)c(/C=N/NC(=O)c3ccccc3O)c(=O)[nH]c2=S)cc1
    98	97	4	100	100	-28	-6	102
CC(C)Sc1nnc([C@@H](N)Cc2ccccc2)o1
    x	97	-3	95	96	11	13	93
CCCc1cc(=O)oc2cc(OCC(=O)N3CCN(Cc4ccc5c(c4)OCO5)CC3)ccc12
    115	102	9	109	108	3	3	105
Cc1cc(C)cc(NC2=NCCCS2)c1
    101	100	8	100	79	9	-3	92
CCOC(=O)c1c(NC(=O)c2c(N)n(CCCOC)c3nc4ccccc4nc23)sc2c1CCCC2
    x	92	2	91	95	7	8	89
CCOC(=O)c1c(C)c(C(=O)N2CCC3(CC2)OCCO3)c(C)n1CC
    98	104	3	103	103	-6	4	99
COC(=O)C1=C(c2ccc(S(C)(=O)=O)cc2)C[C@@H]2CC[C@H]1N2C(=O)N1CCCCC1
    87	102	0	108	92	2	5	85
O=c1[nH]c(=S)n(C2CC2)c(O)c1C=NCc1cccnc1
    84	87	6	99	92	7	0	94
Nc1ccc2ccc3cccc[n+]3c2c1
    191*	119	23	148	224*	-12	-11	111
COc1ccc(-c2nc3ccccc3c(=O)o2)cc1
    93	100	12	92	101	-1	-6	94
CCOC(=O)C(O)(c1ccc(N=c2ccccn2C)cc1)C(F)(F)F (stereo not given)
    111	111	4	116	100	-7	3	109
Cc1ccc(C(=O)c2cc(Br)ccc2N)cc1
    99	96	12	107	96	-9	6	96
OC1/C(=C/c2ccc(C(F)(F)F)cc2)N2CCC1CC2 (stereo not given)
    87	97	5	103	92	10	5	99
Cc1ccc(-c2nc3ccccc3c(=O)n2-c2ccncc2)cc1
    96	103	3	91	103	4	3	93
Cc1nc2cc(C(=O)N3CCC4(CC3)OCCO4)ccc2n1-c1cccc(F)c1
    104	98	6	103	98	9	-6	108
CCC(COC(=O)c1cc(OC)c(OC)c(OC)c1)(c1ccccc1)N(C)C (stereo not given)
    114&87&103	97&96&104	7&3&1	111&97&113	92&94&107	-3&-1&7	-5&4&4	85&87&107
O=C(Nc1ccc(Cl)cc1C(=O)c1ccccc1)c1ccccc1
    109	97	7	92	100	1	0	102
Cn1c(O)c(/C=C2\C=Nc3ccc(Br)cc32)c(=O)n(C)c1=O
    101	103	15	92	112	4	-1	88
Cc1ccc(OCC(=O)N2CCN(Cc3ccc4c(c3)OCO4)CC2)cc1
    101	99	2	100	97	5	4	103

The list goes on; the last 4 above are carried over.
| Molecule | CIT2 TOR yeast | RPL19A TOR yeast | AHR activator | LAP4-GFP MLPCN | MEP2 TOR yeast | proCasp7 act | proCasp3 act | AGP1-GFP MLPCN |
| --- | --- | --- | --- | --- | --- | --- | --- | --- |
| CCC(COC(=O)c1cc(OC)c(OC)c(OC)c1)(c1ccccc1)N(C)C (stereo not given) | 114&87&103 | 97&96&104 | 7&3&1 | 111&97&113 | 92&94&107 | -3&-1&7 | -5&4&4 | 85&87&107 |
| O=C(Nc1ccc(Cl)cc1C(=O)c1ccccc1)c1ccccc1 | 109 | 97 | 7 | 92 | 100 | 1 | 0 | 102 |
| Cn1c(O)c(/C=C2\C=Nc3ccc(Br)cc32)c(=O)n(C)c1=O | 101 | 103 | 15 | 92 | 112 | 4 | -1 | 88 |
| Cc1ccc(OCC(=O)N2CCN(Cc3ccc4c(c3)OCO4)CC2)cc1 | 101 | 99 | 2 | 100 | 97 | 5 | 4 | 103 |
| CN(C)c1ccc(C=C(C#N)C#N)cc1 | 101 | 106 | 0 | 98 | 105 | -2 | -1 | 94 |
| c1ccc(Nc2ccc(Nc3ccccc3)cc2)cc1 | 76 | 100 | 5 | 111 | 98 | -25 | -6 | 90 |
| CCN(C(=O)Oc1ccccc1)c1ccc(C(O)(C(=O)OC)C(F)(F)F)cc1 (stereo not given) | 104 | 100 | -1 | 96 | 101 | -5 | -4 | 97 |
| Cc1ccc(NC(=O)c2snnc2C)cc1Cl | 99 | 103 | 5 | 107 | 107 | -9 | -1 | 98 |
| COc1cc2c(c(OC)c1OC)-c1ccc(O)c(=O)cc1C(NC(C)=O)CC2 (stereo not given) | 101 | 100 | -1 | 99 | 123 | -4 | 8 | 98 |
| O=C(NC(=S)N1C[C@H]2C[C@H](C1)c1cccc(=O)n1C2)c1ccc(F)cc1 | 106 | 99 | 2 | 102 | 109 | 5 | 0 | 106 |
| CN1CCN(Cc2ccccc2C(F)(F)F)CC1 | 104 | 97 | 1 | 97 | 99 | 3 | -4 | 100 |
| Cc1ccc(-n2cc(CNC(C)Cc3cnccn3)c(-c3cccc(C)c3)n2)cc1 (stereo not given) | 98 | 97 | -4 | 97 | 101 | -3 | -1 | 95 |
| O=C(CN1C2CCC1CC(O)(c1cccnc1)C2)Nc1ccc2c(c1)OCO2 (stereo not given) | 107 | 103 | 11 | 105 | 105 | -3 | -5 | 106 |
| COC(=O)c1ccc(N=C(c2ccccc2)c2c(O)n(C)c(=O)n(C)c2=O)cc1 | 112 | 95 | -2 | 106 | 94 | 21 | -7 | 122 |
| O=C(c1cc(-c2ccccc2)on1)N1CCC2(CC1)OCCO2 | 97 | 105 | -2 | 92 | 103 | 5 | -7 | 99 |
| COC(=O)c1ccc(COc2cc(C)cc3oc(=O)c4c(c23)CCCC4)o1 | 105 | 97 | 3 | 97 | 99 | 9 | -3 | 95 |

Of the compounds above, 3 have bromine.
| Molecule | CIT2 TOR yeast | RPL19A TOR yeast | AHR activator | LAP4-GFP MLPCN | MEP2 TOR yeast | proCasp7 act | proCasp3 act | AGP1-GFP MLPCN |
| --- | --- | --- | --- | --- | --- | --- | --- | --- |
| CN1CCN(Cc2ccc(Br)s2)CC1 | 104 | 98 | -2 | 102 | 99 | 4 | -3 | 98 |
| Cc1ccc(C(=O)c2cc(Br)ccc2N)cc1 | 99 | 96 | 12 | 107 | 96 | -9 | 6 | 96 |
| Cn1c(O)c(/C=C2\C=Nc3ccc(Br)cc32)c(=O)n(C)c1=O | 101 | 103 | 15 | 92 | 112 | 4 | -1 | 88 |

A few values from above.
In MEP2 TOR yeast, O=C(CN1C2CCC1CC(O)(c1cccnc1)C2)Nc1ccc2c(c1)OCO2 (stereo not given) shows 105
In AHR activator, COC(=O)c1ccc(COc2cc(C)cc3oc(=O)c4c(c23)CCCC4)o1 shows 3

(next part)
| Molecule | CIT2 TOR yeast | RPL19A TOR yeast | AHR activator | LAP4-GFP MLPCN | MEP2 TOR yeast | proCasp7 act | proCasp3 act | AGP1-GFP MLPCN |
| --- | --- | --- | --- | --- | --- | --- | --- | --- |
| Cc1cc(CN(C)C)c(OC(=O)N(C)C)cc1C | 82 | 90 | 1 | x | 90 | 8 | 4 | 90 |
| O=C(c1cc(F)ccc1F)C1CCCN(CCCc2ccccc2)C1 (stereo not given) | 104 | 100 | -2 | 87 | 97 | -2 | 4 | 100 |
| CN1C(=O)NC(=O)/C(=C/c2ccc(C(=O)O)cc2)C1=O | 97 | 96 | 0 | 105 | 98 | -8 | -1 | 101 |
| O=c1[nH]c(=S)[nH]c(O)c1N=Nc1ccc2c(c1)OCO2 | 104 | 100 | 75* | 104 | 98 | -8 | 10 | 105 |
| COc1cc(/C=C(/C)[N+](=O)[O-])ccc1OCc1ccccc1Cl | 85 | 96 | 18 | 92 | 95 | 0 | -8 | 80 |
| CCN(CC)c1ccc(/C=N/c2sc3c(c2C#N)C2CCN3CC2)c(O)c1 | 84 | 96 | 1 | 104 | 103 | -9 | -13 | 96 |
| Cc1ccc(OP(=O)(NC(C)c2ccccc2)Oc2ccc(C)cc2)cc1 (stereo not given) | 91 | 95 | 3 | 101 | 93 | 8 | -2 | 91 |
| CCN1CCN(Cc2cc(Br)cc(OC)c2O)CC1 | 99 | 94 | -3 | 93 | 89 | -2 | -6 | 94 |
| O=c1[nH]oc2c1CCNC2 | 82 | 104 | -2 | 105 | 97 | 7 | 2 | 88 |
| Cc1ccccc1-n1c(-c2ccc([N+](=O)[O-])cc2)nc2ccccc2c1=O | 104 | 104 | 1 | 96 | 108 | 1 | -4 | 99 |
| COc1ccc(C(O)CNC(C)C)c(F)c1OC (stereo not given) | 104 | 98 | 0 | 106 | 95 | 5 | 2 | 92 |
| CCC1(C(=O)c2ccccc2)C2c3ccccc3OC(=O)C21C(C)=O (stereo not given) | 94 | 96 | -3 | 112 | 93 | 6 | 6 | 103 |
| c1ccc(CC2CCCCN2)cc1 (stereo not given) | 105 | 107 | 1 | 94 | 108 | 6 | -4 | 102 |
| CCC(=NCCC1=CCCCC1)c1c(O)[nH]c(=O)[nH]c1=O | 83 | 91 | 0 | 81 | 96 | -2 | -4 | 83 |
| CC(C)(C)c1ccc(S(=O)(=O)N2CC3CC(C2)c2cccc(=O)n2C3)cc1 (stereo not given) | 100 | 95 | 1 | 98 | 96 | -6 | 3 | 97 |
| CCOC(=O)C1CCN(/C=C2/C(=O)NC(=O)N(c3cccc(C)c3C)C2=O)CC1 | 102 | 107 | -1 | 97 | 103 | 5 | -1 | 104 |
| Cc1nc(CCl)cc(=O)[nH]1 | 104 | 93 | 1 | 111 | 107 | 4 | 5 | 103 |
| COc1ccc(-n2c(SCCN(C)C)nc3ccccc3c2=O)cc1 | 86 | 101 | -3 | 109 | 103 | -2 | 11 | 102 |
| Cc1cccc(NC(=O)[C@@H](NC(=O)N2C[C@H]3C[C@@H](C2)c2cccc(=O)n2C3)C(C)C)c1 | 85 | 92 | -2 | 89 | 86 | 0 | 11 | 91 |

The list is partial; the hit share may differ from the screen's.
